# High-throughput results from PubChem.
# VHR inh abs – DUSP3 (human) phosphatase inhibition. P51452. recombinant VHR phosphatase, pNPP absorbance. inhibition, % at 13.3 µM. AID 1654. hit rate 0.52% among 290,000; in the data active = inhibition above about 50%; note: some compounds called inactive have numbers as strong as hits
# Target sequence (P51452 whole entry, looked up): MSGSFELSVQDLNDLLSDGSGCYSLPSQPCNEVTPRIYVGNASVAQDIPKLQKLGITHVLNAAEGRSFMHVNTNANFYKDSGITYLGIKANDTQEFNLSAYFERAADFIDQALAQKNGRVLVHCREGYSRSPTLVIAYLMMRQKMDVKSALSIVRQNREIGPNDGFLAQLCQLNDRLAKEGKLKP
# CCHFV vOTU inh – blocks the CCHF virus ovarian tumor domain protease; CCHFV vOTU protease, Pep-AMC fluorescence; inhibition, % at 11.5 µM; hit rate 0.55% among 370,000; note: 0% = vehicle wells with enzyme and 100% = no enzyme wells
# MazF activator – activators of E. coli MazEF toxin-antitoxin RNase; activation, % at 20 µM; hit rate 0.32% among 350,000; FAM/BHQ RNA-DNA oligo cleavage fluorescence, 5 h; P0AE70; in the data active = activation above about 50%
# Target sequence (P0AE70 whole entry, looked up): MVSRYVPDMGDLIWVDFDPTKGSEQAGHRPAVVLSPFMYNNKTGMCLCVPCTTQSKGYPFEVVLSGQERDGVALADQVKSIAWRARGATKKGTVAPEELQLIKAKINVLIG
# BioA inh – inhibitors of Mycobacterium tuberculosis BioA enzyme; hit rate 0.096% among 360,000; purified M. tuberculosis BioA enzyme, plate reader; inhibition, % at 9.99 µM; in the data active = inhibition above about 40%; inconclusive = no clear call, values can overlap the other calls
# BoNT F protease – inhibitors of Botulinum neurotoxin F light chain protease; Multiplex microsphere protease cleavage assay, flow cytometry; inhibition, % at 10 µM; hit rate 0.22% among 360,000; in the data active = inhibition above about 35%, passing the limit was not always enough; inconclusive = no clear call, values can overlap the other calls; note: plate controls were buffer without enzyme for full effect and enzyme alone for no effect
# FBA Mtb inh – inhibitors of M. tuberculosis fructose-bisphosphate aldolase | P9WQA3 | purified M. tuberculosis FBA, fluorescence read-out | inhibition, % at 1 µM | hit rate 2.3% among 360,000 | AID 588726; in the data active = inhibition above about 27%;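 note: 0% = vehicle and 100% = reference inhibitor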
# Target sequence (P9WQA3 whole entry, looked up): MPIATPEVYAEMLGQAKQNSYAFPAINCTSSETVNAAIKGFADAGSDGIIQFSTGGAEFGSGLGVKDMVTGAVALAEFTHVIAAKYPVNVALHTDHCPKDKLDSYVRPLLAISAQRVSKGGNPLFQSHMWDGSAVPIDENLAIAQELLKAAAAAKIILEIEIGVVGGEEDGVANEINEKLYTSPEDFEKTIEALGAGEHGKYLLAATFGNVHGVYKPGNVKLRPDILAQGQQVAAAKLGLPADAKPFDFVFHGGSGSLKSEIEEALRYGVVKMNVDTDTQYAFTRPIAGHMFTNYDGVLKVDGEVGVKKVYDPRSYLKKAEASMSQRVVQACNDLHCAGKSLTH
# FadD28 FP inh – inhibitors of Mycobacterium tuberculosis FadD28 bisubstrate binding; AID 588549; FadD28 bisubstrate probe binding, fluorescence polarization; inhibition, % at 12.5 µM; hit rate 0.22% among 360,000; in the data active = inhibition above about 8.5%, passing the limit was not always enough; inconclusive = no clear call, values can overlap the other calls
# Rv3671c protease – inhibitors of M. tuberculosis serine protease Rv3671c; inhibition, % at 5.96 µM; P9WHR9; hit rate 0.048% among 320,000; AID 2606; in the data active = inhibition above about 38%;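 note: extracellular domain of Rv3671c used as enzyme; 0% = enzyme with DMSO and 100% = no enzyme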
# Mtb UGM inh – Mtb UDP-galactopyranose mutase inhibition; purified UGM, fluorescence polarization probe displacement; inhibition, % at 10 µM; hit rate 0.06% among 320,000; AID 504406; in the data active = inhibition above about 10%, passing the limit was not always enough; inconclusive = no clear call, values can overlap the other calls
# Target sequence (P9WIQ1 whole entry, looked up): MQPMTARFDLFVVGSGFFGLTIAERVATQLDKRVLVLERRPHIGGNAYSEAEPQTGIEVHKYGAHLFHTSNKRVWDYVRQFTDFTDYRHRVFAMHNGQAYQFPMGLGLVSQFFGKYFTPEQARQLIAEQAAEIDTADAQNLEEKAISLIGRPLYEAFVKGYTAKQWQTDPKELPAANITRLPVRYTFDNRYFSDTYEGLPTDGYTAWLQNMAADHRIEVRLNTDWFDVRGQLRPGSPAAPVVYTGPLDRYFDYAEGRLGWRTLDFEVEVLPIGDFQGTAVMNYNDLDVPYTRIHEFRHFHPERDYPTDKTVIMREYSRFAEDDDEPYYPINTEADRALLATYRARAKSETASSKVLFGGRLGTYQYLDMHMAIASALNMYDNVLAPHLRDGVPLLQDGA
# GDH-TPI counter – GDH-TPI coupled enzyme inhibition counter-screen | hit rate 1.2% among 360,000 | GDH-TPI coupled enzyme counterscreen, NADH absorbance | AID 588335 | inhibition, % at 4.8 µM;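 note: 0% = DMSO wells and 100% = wells lacking the enzyme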
# * = called active by the depositor; ? = inconclusive; . = not tested or not shown; & = joins results of further samples. Cut-off read from the data, not from the text of the source, unless noted: active = inhibition above about 30%; inactive = the rest.
SMILES,BioA inh,FBA Mtb inh,Mtb UGM inh,Rv3671c protease,GDH-TPI counter,CCHFV vOTU inh,BoNT F protease,VHR inh abs,FadD28 FP inh,MazF activator
COc1ccc2sc(-c3ccc(SC)cc3)c(C#CC(C)(C)O)c2c1,-1.7,30*,0.9,-16,39*,-3,-5,.,-2.0,-7
Nn1c(SCc2cn3ccsc3n2)nnc1-c1ccncc1,7.8,0,-0.2,1,-16,3,16,14,-2.3,0
CCc1ccccc1NC1=CC(=O)CC(C)(C)C1,.,-2,3.6,-1,5,7,8,-8,-0.4,10
COc1cc(-c2cnc3c(NC=O)cc(-c4ccc(S(C)(=O)=O)cc4)cn23)cc(OC)c1OC,-0.4,-1,.,.,4,1,4,.,-3.6,.
O=C(Cc1cccs1)Nc1nnc(SCc2ccc(Br)cc2)s1,.,1,-0.7,-8,7,8,5,8,0.3,-2
C=CCN(C(=O)c1cc(C)cc(C)c1)C1(C(=O)Nc2ccccc2)CCN(C(C)C)CC1,-0.2,0,-0.2,-3,-1,-4,-2,-2,-1.1,5
c1coc(-c2nnc(SCc3nc4ccccc4[nH]3)o2)c1,.,7,0.9,-1,1,.,-6,-10,-2.0,-2
COc1cc(/C=C(\C#N)c2ccccn2)ccc1OCc1ccccc1,.,0,4.3,-17,14,7,-20,8,-3.0,-7
CCN(CC)CCNC(=O)/C(=N\O)c1ccccn1,.,1,-0.4,4,-9,-7,-3,4,-2.8,7
CC(=O)Nc1cccc(C(=O)/C=C/c2ccco2)c1,1.5,1,0.4,-6,18,3,-1,3,-4.0,8
Cc1cccn2c(=O)c3cc(C(=O)N4CCC5(CC4)OCCO5)n(C)c3nc12,-2.5,6,0.4,7,4,-33,3,20,-1.6,7
O=C(CC(C(=O)O)c1cccc(Br)c1)c1ccc(Cl)cc1 (stereo not given),-1.0,0,0.0,-9,7,6,-25,40,0.0,-7
O=C(COc1ccc(Cl)cc1)Nc1ccccc1Cl,-2.6,1,3.0,5,-2,5,?,54*,-1.6,0
Cc1ccc(NC2CC(=O)N(CCc3ccccc3)C2=O)cc1 (stereo not given),-0.5,3,-2.1,2,5,27,-18,-18,-1.4,-3
CNC(=O)CN(Cc1ccccc1)S(=O)(=O)c1ccccc1,-0.9,0,-2.1,0,-1,-7,-10,6,-4.1,0
Cc1nc2cc(C(=O)OCC(=O)Nc3ccc(C#N)cc3)ccc2n1-c1ccccc1,-2.2,-2,-0.8,-29,3,-12,-2,4,-0.8,5
CC(CCc1ccccc1)NC(=O)c1ccccc1C(=O)O (stereo not given),0.0,0,2.3,-2,-3,14,18,-8,0.9,7
CNC(=O)CC1C(=O)N(c2ccc(F)cc2)C(=S)N1NC(=O)c1ccc(Cl)cc1 (stereo not given),1.9,10,-0.7,3,0,7,-10,24,-1.0,-16
COc1cc(/C=N/n2cnnc2)ccc1OCc1ccccc1,-0.5,2,-0.2,-2,18,-5,1,32,-2.0,3
CC1CC2(CCCC2)N(C(=O)N(C)C)c2ccc(F)cc21 (stereo not given),1.3,-4,-1.0,2,-4,-11,-4,-16,.,13
COc1ccc(C(=O)N2CCC(NC(=O)C(Cc3ccccc3OC)NC(C)=O)CC2)cc1 (stereo not given),-0.8,-3,.,.,-7,7,7,25,-0.2,4
CC(C)NC(=O)C(=O)NCCC1CCCCN1S(=O)(=O)c1cccs1 (stereo not given),-0.6,0,-0.4,-3,0,-4,8,.,-0.7,1
COc1ccc(/C=N\Nc2ccccc2[N+](=O)[O-])c(C(=O)O)c1OC,3.8,-18,3.1,4,30,3,-3,25,-0.2,7
C#CCNC(=O)C1=C[C@@H](c2ccc(C#C)cc2)C[C@@H](OCc2ccc(CO)cc2)O1,1.1,8,-7.4,-9,4,0,-7,.,-5.7,0
COC(=O)C1=C(C)NC(=O)NC1c1ccc(-c2ccccc2Cl)o1 (stereo not given),.,1,3.9,-27,4,2,8,24,-3.8,-22
CC(=O)N1[C@@H]2CC3C4CC=C5C[C@@H](O)CC[C@]5(C)C4CC[C@]3(C)[C@@]21C(C)=O (stereo not given in full),0.5,0,0.5,-14,6,-2,3,-3,-2.2,-10
Cc1ccc(C(=O)CC2(O)C(=O)N(Cc3ccccc3Cl)c3ccccc32)o1 (stereo not given),0.5,5,-0.5,-6,-5,8,-1,3,-3.6,-5
CCOC(=O)N1CCN(CC(=O)Nc2ccc(F)cc2F)CC1,1.5,4,2.4,-1,-3,-8,2,18,1.8,-1
CCN(CC)CCOC(=O)C1(c2ccc(OC)c(OC)c2)CCCC1,.,2,-0.7,8,-2,.,-2,19,-1.1,-17
CC1(C)CC(=O)C=C(c2cccc3c2Oc2ccccc2S3)C1,-1.3,-4,-0.4,-4,9,-1,-2,.,-3.6,-15
CCOC(=O)c1sc(=NC(=O)c2ccc(S(=O)(=O)N3CC(C)OC(C)C3)cc2)n(C)c1C (stereo not given),-0.6,3,-0.5,1,9,-19,3,10,1.1,6
O=C(N/N=C/C(Br)=C/c1ccccc1)c1ccccc1[N+](=O)[O-],-1.0,0,-0.2,-2,12,2,?,16,-3.8,11
OC[C@@H]1CN(Cc2ccc(-c3ccccc3)cc2)C[C@H](n2cnc3c(NCc4ccco4)ncnc32)O1,-2.5,1,.,.,15,17,-2,.,-2.4,.
Cc1nc2nc(C)c(CCC(=O)N3CCC4(CC3)OCCO4)c(C)n2n1,-0.4,-1,-0.5,-8,9,11,-6,34,-2.8,4
CCCCc1ccc(NC(=O)C(=O)NCCN2CCN(C(=O)c3ccc([N+](=O)[O-])cc3)CC2)cc1,-1.2,0,3.3,-1,2,2,-9,12,-5.0,9
OCCNCc1cccc(OCc2ccc(Cl)cc2)c1,-1.3,6,0.7,7,6,-7,-9,43,0.2,4
Cc1ccc2cc(C#N)c(N3CCCN(C(=O)C4CCCO4)CC3)nc2c1C (stereo not given),-2.5,9,2.2,-18,12,-12,10,-5,-0.3,-1
COc1ccc2c(c1)O[C@H](c1ccc3c(c1)OCO3)[C@@H](OC(=O)N[C@H]1CCCc3ccccc31)C2=O,.,.,2.4,-1,.,.,.,-4,.,-18
O=C(NN=Cc1ccc2c(c1)CCC2)c1ccccc1[N+](=O)[O-],-4.7,3,.,.,17,19,-1,.,-0.3,5
Brc1ccc(CN2C3=NCCCN3c3ccccc32)cc1,.,-1,3.4,0,10,6,0,4,-2.6,9
Cc1ccc(CNC(=O)c2nccnc2C(=O)O)cc1,.,3,0.5,4,16,-3,21,-2,-0.1,1
O=Cc1ccc(C(=O)OCC(=O)NC(=O)Nc2ccccc2F)cc1,-1.3,0,-0.8,-4,8,.,-13,.,?,-4
O=C(Nc1ccccc1NC(=O)c1csnn1)c1csnn1,.,0,2.7,5,1,5,2,25,-3.2,0
COc1ccc(S(=O)(=O)N(C(=O)C(C)C)c2ccc3oc(=O)sc3c2)cc1,0.3,4,-0.3,-2,5,12,1,-22,1.0,-6
O=C(O)c1ccc(Cn2cnc3scc(-c4ccccc4)c3c2=O)cc1,-2.0,-4,0.9,5,0,12,5,26,-0.5,0
CCOC(=O)CC(c1ccc([N+](=O)[O-])cc1)n1c(C)ccc1C (stereo not given),-0.8,2,-0.4,-2,5,3,-10,17,-0.3,5
COc1ccc(C(=O)NC2CCN(C(=S)Nc3ccccc3C)CC2)cc1,.,0,3.9,11,4,0,3,5,-3.1,6
CN(C)S(=O)(=O)c1cc(C(=O)NCc2ccccc2)c(Cl)cc1Cl,0.5,3,3.9,-6,-5,0,-9,8,-0.2,42

# One compound at a time, from the list above.
# `COc1ccc2c(c1)O[C@H](c1ccc3c(c1)OCO3)[C@@H](OC(=O)N[C@H]1CCCc3ccccc31)C2=O` in the list: BioA inh: .; FBA Mtb inh: .; Mtb UGM inh: 2.4; Rv3671c protease: -1; GDH-TPI counter: .; CCHFV vOTU inh: .; BoNT F protease: .; VHR inh abs: -4; FadD28 FP inh: .; MazF activator: -18
# `O=C(Nc1ccccc1NC(=O)c1csnn1)c1csnn1` in the list: BioA inh: .; FBA Mtb inh: 0; Mtb UGM inh: 2.7; Rv3671c protease: 5; GDH-TPI counter: 1; CCHFV vOTU inh: 5; BoNT F protease: 2; VHR inh abs: 25; FadD28 FP inh: -3.2; MazF activator: 0

# Remaining list, next part:
SMILES,BioA inh,FBA Mtb inh,Mtb UGM inh,Rv3671c protease,GDH-TPI counter,CCHFV vOTU inh,BoNT F protease,VHR inh abs,FadD28 FP inh,MazF activator
CCC(C)NC(=O)/C=C/c1cccs1 (stereo not given),.,1,3.4,0,11,4,-7,9,0.1,3
CCOC(=O)N1CCN(C(=O)CNS(=O)(=O)c2c(C)cc(C)cc2C)CC1,-4.1,3,-0.1,-6,10,-17,-19,-8,0.6,-18
Cn1c(N)c(C(=O)CNC2CCCCC2)c(=O)n(C)c1=O,0.6,1,-0.9,17,6,-10,9,.,-2.5,5
COc1ccc(C2C(C(=O)Nc3cccc(C)n3)c3ccccc3C(=O)N2C)cc1OC (stereo not given),-1.2,-8,0.2,-12,8,14,-16,26,-1.4,1
CSc1nc2sc3c(c2c(=O)[nH]1)CCC(C)C3 (stereo not given),0.7,6,-0.3,0,11,-12,0,5,-1.1,5
Cn1nnc(NC(=S)NC(=O)c2ccccc2)n1,.,-1,-1.3,4,-6,-1,?,8,-0.6,-7
COc1ccccc1C(=O)OCC(=O)Nc1ccc(Cl)cn1,.,2,-3.0,5,3,6,-1,-2,-0.1,0
COc1ccc(-n2nc(C(=O)NCC(=O)N3CCN(c4ccccn4)CC3)c3ccccc3c2=O)cc1Cl,.,-3,1.3,-5,-1,-15,-4,24,0.9,-14
COc1ccc(NC(=O)c2ncn[nH]2)cc1,-1.2,-2,-0.6,-8,-2,7,8,26,-3.7,2
Cc1ccc(S(=O)(=O)NC(C(=O)Oc2ccc3c(C(F)(F)F)cc(=O)oc3c2)c2ccccc2)cc1 (stereo not given),-2.1,3,2.3,0,-1,-128,-1,3,-2.1,7
O=C1C(Cc2ccccc2)C(c2ccccc2)N1c1ccccc1 (stereo not given),-1.5,0,-3.2,-6,-6,1,3,20,-2.7,2
COc1ccc(CCNC(=O)COC(=O)Cn2cnc3c2c(=O)n(C)c(=O)n3C)cc1,-0.9,0,.,0,7,10,-3,.,-1.6,-14
O=C(Nc1ccccc1F)c1nc[nH]c1C(=O)NCc1ccccc1,-0.7,-3,.,.,-2,3,-1,.,-3.3,-1
O=C(NCCN1CCCC1)c1ccccc1Cl,-2.4,0,-1.1,-8,-3,5,0,-14,-4.5,-1
CC1CCCCN1C(=O)COc1ccc(S(=O)(=O)N2CCCC2)cc1[N+](=O)[O-] (stereo not given),2.9,-2,2.1,1,0,6,?,.,-1.8,-4
NC(c1ccccc1)c1csc(Nc2ccc(C(=O)NCCO)cc2)n1 (stereo not given),0.2,-3,.,.,8,-2,2,.,-3.3,.
COc1ccc(S(=O)(=O)Nc2c(NC3CCCCC3)c3ccccc3oc2=O)cc1Cl,-0.7,29*,4.2,-4,-7,8,7,35,-11,-2
COc1ccc(NC(=O)c2cc(-c3cc(C)cs3)[nH]n2)cc1OC,0.7,-1,.,.,8,13,-7,.,-0.5,.
COC(=O)C1=C(c2cccc(C#N)c2)C[C@@H]2CC[C@H]1N2C(=O)N1CCC(O)CC1,0.3,-2,0.4,-11,-1,-11,-7,.,-1.3,4
COCC(=O)N1CCC(Oc2ccc(C(=O)NCc3cnc(C)cn3)cc2)CC1,.,-1,-1.6,0,-5,4,4,14,-2.4,0
Cc1noc(C)c1S(=O)(=O)Nc1ccc2c(c1)C(=O)N([C@H](C)CO)C[C@H](C)[C@@H](CN(C)Cc1ccc(C(=O)O)cc1)O2,0.1&-0.9,-2,-0.9,4,-9,6,0,.,1.2,3
Nc1nncn1C(=O)CCCN1C(=O)c2ccccc2C1=O,0.6,-1,-0.8,3,6,1,-3,11,-2.6,-12
